Source: PubChem BioAssay (several laboratories)
NadD inh – inhibitors of S. aureus NadD, primary screen, biochemical, colorimetric, uHTS. inhibition, % at 20 µM. purified NadD enzyme, colorimetric absorbance read-out. 360,000 compounds, 0.78% hits. Nicotinate-nucleotide adenylyltransferase NadD (Staphylococcus aureus N315); in the data active means inhibition above about 26%; further: some compounds past the cut are filed as inactive
SKN-1 inh – suppressors of acrylamide-induced Pgst-4::GFP reporter in worms, primary screen, SKN-1 inhibitor project, whole organism, uHTS, GFP/RFP fluorescence ratio, strain VP596. C. elegans VP596 Pgst-4::GFP/RFP ratio, 24 h. inhibition, % at 21.8 µM. 360,000 compounds, 0.49% hits. AID 624304, 2012;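 active means interference check ratio from 0.5 to 1.5 plus GFP to RFP signal ratio inhibition reaching or exceeding a fixed threshold, cut at about 30% in these data, passing the limit was not always enough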; further: some compounds called inactive have numbers as strong as hits
NRP1-CendR mod – modulators of CendR peptide binding to NRP-1, primary screen, biochemical, fluorescence polarization, uHTS; Neuropilin-1 (Homo sapiens), O14786; FAM-RPARPAR peptide binding to NRP-1; inhibition, % at 25 µM; 360,000 compounds, 0.85% hits;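 active means inhibition or corrected inhibition above about 18%, plus a signal ratio from 0.5 to 1.5, limit read from the data, passing the limit was not always enough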; further: strong numbers were not always called active
Neddylation inh – inhibitors of cullin neddylation, primary screen, biochemical, TR-FRET, uHTS, NAE and Ubc12; calls only at 25 µM; 360,000 compounds, 0.58% hits; in the data active means inhibition above about 36%
LMPTP block – LMPTP phosphatase inhibitors, primary screen, biochemical, fluorescence intensity, uHTS; recombinant LMPTP-A, OMFP fluorogenic substrate; inhibition, % at 20 µM; 360,000 compounds, 0.22% hits;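 active means compounds that cut the enzyme signal by at least half of the control window in the single-dose screen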;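 further: plate controls were DMSO wells with enzyme plus substrate for no effect and substrate without enzyme for full effect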
Target sequence (P24666 whole entry, looked up): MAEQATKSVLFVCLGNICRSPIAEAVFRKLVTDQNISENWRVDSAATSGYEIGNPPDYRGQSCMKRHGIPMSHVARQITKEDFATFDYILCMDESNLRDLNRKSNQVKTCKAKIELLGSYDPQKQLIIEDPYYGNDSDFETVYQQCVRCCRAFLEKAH
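Test system: LMPTP-A phosphatase enzyme; input: 0.625 nM LMPTP-A final; reagent: OMFP substrate, 400 µM final; compound dosing: 20 µM single dose, 3% DMSO; incubation: 50 min dark incubation at room temperature; measured by: endpoint fluorescence intensity from OMFP dephosphorylation; measure: % inhibition relative to no-enzyme and uninhibited control wells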
TbMetRS inhib – T. brucei MetRS inhibitors, primary screen, biochemical, luminescence; inhibition, % at 11.9 µM; methionyl-tRNA synthetase (Trypanosoma brucei brucei); purified T. brucei MetRS, ATP depletion, Kinase-Glo luminescence; AID 624268, 2012; 360,000 compounds, 0.4% hits;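 active means inhibition above a per-plate cutoff of the control wells' mean inhibition plus 3 SD, cut at about 5.5% in these data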;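 further: 0% = DMSO wells median and 100% = median of wells with control inhibitor compound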
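System: purified T. brucei MetRS enzyme / Detection: Kinase-Glo luciferase luminescence reporting remaining unconsumed ATP / Medium: HEPES buffer with MgCl2, KCl, DTT, spermine, BSA, pyrophosphatase / Replication: singlicate, one well per compound / Evaluation: percent inhibition relative to median high and low control wells / Schedule: 2 h aminoacylation at 25 °C after 15 min preincubation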
STEP inh – STEP phosphatase inhibitors, primary screen, biochemical, fluorescence intensity, uHTS; recombinant STEP, OMFP fluorogenic substrate; AID 588621, 2011; Tyrosine-protein phosphatase non-receptor type 5 (Homo sapiens), P54829; 360,000 compounds, 0.25% hits; inhibition, % at 20 µM;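 active means inhibition at 20 µM, scaled per plate between control wells, above about 37%, limit read from the data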;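 further: 0% = DMSO with enzyme and substrate and 100% = substrate only without enzyme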
Target sequence (P54829 whole entry, looked up): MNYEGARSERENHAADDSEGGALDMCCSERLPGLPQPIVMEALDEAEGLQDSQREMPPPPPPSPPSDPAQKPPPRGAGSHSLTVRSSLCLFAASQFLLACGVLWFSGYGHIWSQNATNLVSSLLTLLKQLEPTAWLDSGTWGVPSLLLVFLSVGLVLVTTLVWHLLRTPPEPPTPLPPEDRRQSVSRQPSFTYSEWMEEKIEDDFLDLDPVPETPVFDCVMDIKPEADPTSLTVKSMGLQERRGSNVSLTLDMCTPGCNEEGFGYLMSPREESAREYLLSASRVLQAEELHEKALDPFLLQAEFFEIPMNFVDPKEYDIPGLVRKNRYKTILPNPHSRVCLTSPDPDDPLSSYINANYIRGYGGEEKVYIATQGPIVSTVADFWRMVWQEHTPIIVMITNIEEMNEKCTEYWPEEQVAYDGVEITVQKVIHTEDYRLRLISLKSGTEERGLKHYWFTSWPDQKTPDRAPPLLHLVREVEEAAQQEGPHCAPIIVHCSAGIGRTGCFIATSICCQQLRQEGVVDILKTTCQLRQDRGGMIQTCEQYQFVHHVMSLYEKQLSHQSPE
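Material: STEP (striatal-enriched tyrosine phosphatase) enzyme, cell-free; Compound dosing: 20 µM single dose in 1% DMSO; Technique: fluorescence read at 480 nm ex / 540 nm em; Times: reaction 20 min, ambient temperature; Medium: 50 mM Bis-Tris pH 6.0 with 2.5 mM DTT and 0.005% Tween 20; Also added: OMFP at 25 µM.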
SUMO1 PPI mod – modulators of SUMO1 protein-protein interactions, primary screen, biochemical, uHTS. SUMO1 binding to a labelled peptide, TR-FRET, 1 h. inhibition, % at 20 µM. 360,000 compounds, 0.33% hits. AID 602429, 2012; in the data active means inhibition above about 37%
Target sequence (P63165 whole entry, looked up): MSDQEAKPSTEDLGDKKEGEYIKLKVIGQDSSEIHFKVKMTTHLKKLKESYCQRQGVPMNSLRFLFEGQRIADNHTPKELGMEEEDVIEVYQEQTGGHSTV
Scp-1 inhibitor – Scp-1 phosphatase inhibitors, primary screen, biochemical, colorimetric, uHTS; Carboxy-terminal domain RNA polymerase II polypeptide A small phosphatase 1 (Homo …; Recombinant Scp1, phosphopeptide, malachite green phosphate absorbance; inhibition, % at 20 µM; 340,000 compounds, 0.88% hits;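 active means inhibition above about 50% at 20 µM, limit read from the data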;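 further: plate controls were DMSO wells with enzyme for no effect and wells lacking enzyme for full effect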
Target sequence (Q9GZU7 76-261 limits assumed): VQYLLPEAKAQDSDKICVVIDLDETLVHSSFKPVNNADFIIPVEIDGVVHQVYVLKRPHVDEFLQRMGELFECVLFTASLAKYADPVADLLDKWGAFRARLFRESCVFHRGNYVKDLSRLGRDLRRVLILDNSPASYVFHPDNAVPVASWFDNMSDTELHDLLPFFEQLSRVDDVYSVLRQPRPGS
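Test system – truncated SCP-1 phosphatase (76-261aa) · Reagent – Phosphorylated 17-residue peptide substrate · Incubation – 45 min room-temperature reaction, 5 min colour, 30 min stabiliser · Detection – colorimetric phosphate reagent with accelerator and stabiliser, absorbance at 630 nm · Measure – % inhibition at 20 µM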
DNMT1 inh – human DNMT1 methyltransferase inhibitors, primary screen, biochemical, molecular beacon, fluorescence, HinP1I cleavage, uHTS; inhibition (reported as % activation of signal), % at 10 µM; 360,000 compounds, 0.83% hits; AID 588458, 2011; in the data active means inhibition above about 50%
Active calls of the source: *; i = inactive; / = not tested or not shown; + = active, no number.

Compound	NadD inh	SKN-1 inh	NRP1-CendR mod	Neddylation inh	LMPTP block	TbMetRS inhib	STEP inh	SUMO1 PPI mod	Scp-1 inhibitor	DNMT1 inh
CCCS(=O)(=O)N1CCC(C(=O)NCCCOCC)CC1	-3	-8	-11	i	-1.3	-0.9	0	-1	15	0
Cc1ccc2nc(C3CCN(CC(=O)Nc4ccc5c(c4)OCCO5)CC3)[nH]c2c1	0	0	2	i	-0.1	-0.8	-4	0	-3	9
C/C(=N\NC(=O)c1cccs1)c1ccc2c(c1)OCO2	-6	8	0	i	1.1	-0.6	1	1	-6	0
CCC(=O)NNc1nc2c(C)cccc2s1	-8	2	10	i	2.4	-0.6	2	1	-1	5
CCN1CCN(C(=O)CN2C(=O)COc3ccc(S(=O)(=O)N4CCOCC4)cc32)CC1	4	15	6	i	0.0	0.3	1	-2	-2	1
COC(=O)c1ccc(CSc2nnc(-c3ccncc3)o2)o1	7	13	2	i	-1.2	-0.6	-3	7	6	-2
COCC(C)n1c(SCc2cc(C(=O)OC)c(C)o2)nc2ccccc2c1=O (centres undefined)	3	-1	17	i	3.3	-0.2	3	1	-2	-3
COc1ccc(-c2nc(C)c(C(C)=O)n2O)cc1[N+](=O)[O-]	-5	-3	5	i	-1.6	-1.2	5	-11	2	3
[O-][N+](=Cc1c(Cl)cccc1Cl)CC1(O)CCCCC1	0	15	-1	i	-2.1	-0.1	2	9	/	0
COc1ccccc1N1CCN(C2CCCN(Cc3cccc(O)c3)C2)CC1 (centres undefined)	-2	1	-9	i	-1.7	-1.3	-4	0	3	4
Cc1cc2nnc(SCC(=O)NCc3cccs3)n2c2ccccc12	4	6	6	i	1.3	-0.2	0	-2	3	1
Cc1ccc2[nH]ccc(=O)c2c1	-5	-2	-9	i	2.5	0.3	-1	-3	-2	1
CNc1nc2c3ccccc3n(C(C)=O)c2s1	-2	-3	2	i	-0.4	-0.8	-1	2	-2	1
Cc1ccccc1-c1nc(CS(=O)(=O)CC(=O)NCCCN2CC(C)CC(C)C2)c(C)o1 (centres undefined)	-6	1	10	i	0.7	-0.1	0	0	-3	-2
COc1cccc(NC(=O)Cn2c(=O)n(-c3cc(OC)c(OC)c(OC)c3)c(=O)c3ccccc32)c1	3	3	-4	i	7.9	-0.3	14	3	5	8
O=C(O)c1ccc2c(c1)CC(c1ccccc1)OC2=O (centres undefined)	1	1	-6	i	-0.2	0.0	4	1	-2	2
N#C/C(=N\Nc1ccc(Cl)cc1)C(=N)N1CCCCC1	-1	6	4	i	1.9	-0.2	4	-7	-11	-1
CCc1ccc(Nc2c([N+](=O)[O-])c(=O)oc3ccccc23)cc1	3	-4	8	i	0.1	0.7	-1	-20	0	-1
COc1cccc(Nc2nc(CN)cs2)n1	-6	-1	-1	i	-1.5	-0.2	1	3	/	0
O=C(COC(=O)CNC(=O)c1ccccc1Cl)NC1CC1	0	10	8	i	-1.8	0.3	-3	1	-2	-2
CCOC(=O)C1=C(c2ccccc2)N(C)C(=O)NC1c1ccc(O)c(OC)c1 (centres undefined)	1	-5	-11	i	-2.0	-1.3	0	-2	-5	1
CCn1c(SCc2nc(CC(=O)Nc3ccccc3OC)no2)nnc1-c1cccs1	-1	-22	-5	i	-1.1	-0.3	-1	4	-9	-2
O=C(COC(=O)C12CC3CC(CC(O)(C3)C1)C2)Nc1ccc(Cl)c(S(=O)(=O)N2CCOCC2)c1	-8	5	1	i	-1.0	-0.5	-2	6	0	0
CCN1C(=O)[C@H]2[C@@H](c3ccc(C)cc3)N3C(=O)N(c4ccc(OC)cc4)C(=O)[C@@]3(C)[C@H]2C1=O	-5	-14	5	i	-2.1	-0.5	-4	-1	-11	3
CC1=[N+]([O-])C(N2CCOCC2)C(O)(c2ccccc2)C1 (centres undefined)	0	0	-13	i	-0.9	-0.5	2	0	-3	1
COC(=O)c1c(C)[nH]c(C(=O)OC(C)C(=O)N2CCOCC2)c1C (centres undefined)	-3	10	0	i	0.4	-0.3	2	17	-4	-1
Cc1ccc(CNC(=O)CCOc2ccc(C(C)(C)C)cc2)cc1	4	-18	6	i	1.4	-1.3	2	-2	3	2
CC(C)(C)OCC(O)CN1CCN(C(=O)c2ccccc2)CC1 (centres undefined)	1	9	-7	i	-1.7	-0.2	0	3	2	2
COC(=O)C1Cc2ccccc2CN1C(=O)CCl (centres undefined)	-2	8	5	i	-2.5	-1.0	1	1	-3	-1
COc1cc2c(cc1OC)C(CSc1ccccc1C(=O)O)=NC(C)(C)C2	3	7	1	+	-0.3	1.1	0	-2	-8	-1
O=C(NN=Cc1ccc(O)cc1)c1ccccc1NS(=O)(=O)c1cccs1	3	3	4	i	-2.1	-0.2	4	10	-5	-1
Cc1ccc2ccccc2c1C(O)c1ncc(-c2ccccc2F)[nH]1 (centres undefined)	2	18	-1	i	-1.4	0.1	1	-3	/	2
CCOCCCn1cnc2c3cc(F)ccc3n(C)c2c1=O	-4	3	4	i	0.1	-0.6	-3	2	-23	-1
COC(=O)CCC(=O)N1CCOCCOCCOCC1	-3	-1	-8	i	-1.6	-0.5	-2	2	-8	2
COc1cc2c(cc1OC)CN(C(=O)CSc1nc(N)c(C#N)cc1C#N)CC2	0	-2	-23	i	0.9	0.0	-2	-43	-6	-23
COc1ccccc1Cc1c(C2CCCCC2)nc2ccc(C)cn12	-6	8	0	i	1.5	-0.2	0	8	/	-3

Pulled by structure from the list above:
Compound	NadD inh	SKN-1 inh	NRP1-CendR mod	Neddylation inh	LMPTP block	TbMetRS inhib	STEP inh	SUMO1 PPI mod	Scp-1 inhibitor	DNMT1 inh
COC(=O)c1c(C)[nH]c(C(=O)OC(C)C(=O)N2CCOCC2)c1C (centres undefined)	-3	10	0	i	0.4	-0.3	2	17	-4	-1
Cc1ccc(CNC(=O)CCOc2ccc(C(C)(C)C)cc2)cc1	4	-18	6	i	1.4	-1.3	2	-2	3	2
COc1ccccc1Cc1c(C2CCCCC2)nc2ccc(C)cn12	-6	8	0	i	1.5	-0.2	0	8	/	-3
COc1cc2c(cc1OC)CN(C(=O)CSc1nc(N)c(C#N)cc1C#N)CC2	0	-2	-23	i	0.9	0.0	-2	-43	-6	-23
CCOCCCn1cnc2c3cc(F)ccc3n(C)c2c1=O	-4	3	4	i	0.1	-0.6	-3	2	-23	-1

(further entries)
Compound	NadD inh	SKN-1 inh	NRP1-CendR mod	Neddylation inh	LMPTP block	TbMetRS inhib	STEP inh	SUMO1 PPI mod	Scp-1 inhibitor	DNMT1 inh
CCOc1nc(-c2ccc(C)cc2)ccc1-c1noc(COC)n1	-8	6	-10	i	2.4	-0.4	2	2	-14	-9
Cc1ccc(C(=O)N/N=C\c2ccccc2[N+](=O)[O-])cn1	5	6	1	i	-0.7	-0.2	-1	-23	-7	0
Cc1ccc(NS(=O)(=O)c2c(C)[nH]c(=O)[nH]c2=O)cc1C	5	3	-3	i	-1.9	-0.4	3	-1	-8	2
Cc1cc2ccccc2c(=O)n1CC(=O)NCCC1=CCCCC1	1	14	-3	i	-0.5	0.1	2	5	-3	1
O=C(O)CN1C(=O)CSc2ccccc21	1	12	12	i	-1.8	0.1	3	2	-10	1
Cc1cccc(NC(=O)CCS(=O)(=O)c2cccc3nonc23)c1C	-4	-11	-3	i	0.9	-0.5	2	-33	4	1
C[C@@H](CN1C2=NC[C@H](Cc3ccc(O)cc3)N2C[C@H]1Cc1ccc(O)cc1)NC(=O)CCC1CCCCC1	0	4	17	i	0.7	-0.3	-1	2	4	7
COC(=O)C(Cc1cnc[nH]1)NC(=O)C1CCC(=O)N1 (centres undefined)	-5	-13	0	i	-0.7	-0.7	2	0	-8	2
CCN(CCO)C(=O)c1ccc2nc(Cc3ccc(OC)cc3)oc2c1	-6	-3	2	i	-2.4	-1.2	-4	-3	-7	2
CC(=O)Nc1ccc(S(=O)(=O)N(Cc2ccccc2)c2ccccc2)cc1	-3	7	8	i	0.2	-0.3	0	0	-9	0
O=C(CN1C(=O)NC2(CCCC2)C1=O)OCC(=O)c1cccc(Cl)c1	-4	8	0	i	-1.3	-0.4	3	1	-7	-4
O=C(COC(=O)c1cccnc1Cl)Nc1cccc(S(=O)(=O)N2CCCCC2)c1	-5	10	9	i	0.3	-0.8	0	-3	-7	2
COc1cc(/C=C/C(=O)NC(C)CCc2ccccc2)cc(OC)c1OC (centres undefined)	-5	-5	5	+	0.2	0.0	1	-1	-7	-1
CC(=O)Nc1ccc(NC(=O)C(C)OC(=O)/C=C/c2cccs2)cc1 (centres undefined)	1	-7	-2	i	-0.3	-0.2	0	-13	-9	-2
O=[N+]([O-])C1=CC=C2C(=NC3(CCCCC3)N2O)C1=NCCO	0	2	2	i	2.9	-0.3	2	-32	-1	-2
CCCC(=O)N1CCCC(c2nc(-c3cccc(OC)c3)no2)C1 (centres undefined)	-7	11	-1	i	-0.5	0.4	-1	-1	-6	-8
COc1ccccc1OCC(=O)N(Cc1nc(-c2ccc(Cl)cc2)no1)C(C)C	0	-4	-10	i	1.8	-0.6	-3	5	-16	-5
O=[N+]([O-])c1cc(-n2cccc2)ccc1N1CCOCC1	-2	24	-7	i	1.0	0.3	5	-23	-17	3
N#Cc1ccc(-c2ccc(F)cc2)nc1Oc1ccc(Cl)c(Cl)c1	3	9	5	/	-0.5	0.2	2	-4	14	31
CCCCNS(=O)(=O)c1ccc(S(=O)(=O)n2cnc3ccccc32)cc1	1	9	-3	i	0.3	-0.5	-4	-1	-5	-1
CC(C)NS(=O)(=O)c1ccc(OCC(=O)Nc2ccc3c(c2)OCCO3)cc1	-7	9	-4	i	-2.0	-0.9	0	-5	-1	-4

Hits appear at their usual frequency. Share with any hit: about 4.6%.
